# MRP-1 activ: MRP-1 activation; H69AR cells + doxorubicin, viability rescue, CellTiter-Glo; viability increase, % at 10 µM; hit rate 0.61% among 140,000;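 active = viability gain under doxorubicin at or above a set limit, the compound median plus 3 SD, cut at about 4.7% in these data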;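 also: MRP-1 overexpressing cells given doxorubicin 25 µM after compound pretreatment; 18-22 h compound pretreatment then 72 h with doxorubicin before readout; 0% = doxorubicin-only wells and 100% = vehicle-treated cells without doxorubicin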
# HCT116 bCat-KO: beta-catenin-lacking colon tumor cell growth suppression. HCT116 beta-catenin knockout viability, CellTiter-Glo, 60 h; hits give low values. viability, % at 10 µM. hit rate 1.5% among 140,000;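 active = viability at or under a set limit, the compound median less 4 SD, cut at about 6% in these data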;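 also: 0% = Hyamine 1622 control at 20 µM and 100% = untreated cell control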
# PTEN del growth: suppresses growth of cells with PTEN deletion. HCT116 PTEN-null viability, CellTiter-Glo, 60 h; hits give low values. viability, % at 10 µM. hit rate 1.2% among 140,000. AID 827;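 active = viability at or below a set limit, 4 SD under the median of all tested compounds, cut at about 3.7% in these data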;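 also: PTEN knockout HCT116 line with beta catenin targeted HCT116 as companion control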
# Measles CPE: protection of cells from measles virus | protection (pct of control), % at 4 µM | hit rate 1.5% among 140,000 | Measles virus-infected cells, CPE protection, absorbance | AID 841; in the data active = protection mostly above about 24%, no sharp cut-off; inactive = mostly below about 26%; also: some compounds called inactive have numbers as strong as hits
# Phagocytosis inh: macrophage phagocytosis inhibition. J774A.1 macrophage IgG-bead phagocytosis, imaging. inhibition, % at 5 µM. hit rate 0.07% among 110,000;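 active = inhibition above the mean of the plate negative controls plus 5 SD, cut at about 13% in these data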;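 also: phagocytic index as fraction of beads internalized from green versus red external bead signal; plate controls were DMSO negative control for no effect and cytochalasin-D positive control for full effect; some results beyond the cut were filed as inactive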
# GALR2 blocker: GALR2 (human) receptor antagonism | GALR2-expressing cells, antagonist mode | hit rate 0.39% among 140,000 | O43603 | inhibition, % at 4 µM; in the data active = inhibition above about 27%;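 also: cells stimulated with galanin 1-16 at roughly its EC80; 0% = agonist challenge control and 100% = basal control without agonist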
# Target sequence (O43603 whole entry, looked up): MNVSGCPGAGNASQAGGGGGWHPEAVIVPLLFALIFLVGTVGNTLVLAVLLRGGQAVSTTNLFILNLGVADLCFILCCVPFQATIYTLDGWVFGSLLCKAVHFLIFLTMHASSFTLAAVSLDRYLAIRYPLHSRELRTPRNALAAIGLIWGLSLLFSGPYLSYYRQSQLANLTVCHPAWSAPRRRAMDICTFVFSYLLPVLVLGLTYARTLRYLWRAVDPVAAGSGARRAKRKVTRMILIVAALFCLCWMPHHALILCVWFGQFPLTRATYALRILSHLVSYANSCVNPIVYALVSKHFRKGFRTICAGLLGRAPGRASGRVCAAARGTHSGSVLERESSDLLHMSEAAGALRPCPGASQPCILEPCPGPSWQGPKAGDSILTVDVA
# Yeast life ext: extends the lifespan of yeast | S. cerevisiae growth with nicotinamide, OD615; deaD strain in restrictive glucose medium | inhibition of the nicotinamide effect, % at 10 µM | hit rate 0.68% among 130,000 | AID 775;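 active = inhibition above a set limit, placed 3 SD over the median of all compounds, cut at about 26% in these data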;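 also: 0% = nicotinamide-treated wells and 100% = cells grown without nicotinamide; some compounds called inactive have numbers as strong as hits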
#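 Measured by: optical density (absorbance) at 615 nm; System: modified budding yeast, DeaD strain; Medium: restrictive CSMM-D dextrose medium; Timing: 4 h preincubation then 48 h treatment at 30 °C.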
# NPY Y2 blocker: blocks the human neuropeptide Y Y2 receptor. P49146. NPY-Y2 expressing cells, antagonist mode. inhibition, % at 2.7 µM. hit rate 0.99% among 140,000. AID 793; in the data active = inhibition above about 17%;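 also: 0% = vehicle with agonist challenge and 100% = reference antagonist with challenge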
# Target sequence (P49146 whole entry, looked up): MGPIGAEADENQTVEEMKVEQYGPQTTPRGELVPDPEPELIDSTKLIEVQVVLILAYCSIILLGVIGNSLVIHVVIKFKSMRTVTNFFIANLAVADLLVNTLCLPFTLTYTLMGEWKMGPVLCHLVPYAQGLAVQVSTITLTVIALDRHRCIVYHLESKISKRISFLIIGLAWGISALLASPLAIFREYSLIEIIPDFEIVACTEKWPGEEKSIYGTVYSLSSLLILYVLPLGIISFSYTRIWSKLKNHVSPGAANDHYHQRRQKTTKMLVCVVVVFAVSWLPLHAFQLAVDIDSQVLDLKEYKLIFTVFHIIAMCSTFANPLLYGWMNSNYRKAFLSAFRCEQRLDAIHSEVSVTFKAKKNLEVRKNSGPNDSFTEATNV
# Yeast growth inh: yeast BB579 growth reduction in restrictive medium; AID 804; hit rate 0.51% among 140,000; S. cerevisiae BB579 growth, OD615, 48 h; inhibition, % at 10 µM;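 active = inhibition above a set limit, 3 SD over the mean compound inhibition, cut at about 44% in these data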; also: inactives centre near -24
#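 Test system: S. cerevisiae DeaD strain BB579 yeast; Medium: restrictive CSMM-D medium; Compound: one dose, 10 µM compound with 0.25% DMSO; Incubation: 4 h cell preincubation, 48 h compound exposure, 30 °C humidified; Signal: OD at 615 nm; Benchmarks: amphotericin B at 10 µg/mL as positive control.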
# E-sel TNF inh: TNF alpha driven E-selectin expression inhibition; HUVEC TNFa-induced E-selectin immunofluorescence, high content; inhibition, % at 2 µM; hit rate 0.71% among 120,000; AID 1246;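 active = inhibition above the batch mean plus 3 SD, and confirmed as a hit on visual image review, cut at about 43% in these data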;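 also: 0% = TNF-stimulated DMSO wells and 100% = unstimulated control wells; not every result past the cut was called active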
# Active calls of the source: *; . = not tested or not shown; & = joins results of further samples.
compound,MRP-1 activ,HCT116 bCat-KO,PTEN del growth,Measles CPE,Phagocytosis inh,GALR2 blocker,Yeast life ext,NPY Y2 blocker,Yeast growth inh,E-sel TNF inh
CC(C)CN(C(=O)CN1CCN(c2ccccc2O)CC1)c1c(N)n(CC(C)C)c(=O)[nH]c1=O,-1.6,99,96,17,1,4,3,3,-13,.
CC(=O)c1cc2c(cc1NS(=O)(=O)c1ccc(C)cc1)OCO2,0.0,88,87,2,-2,-11,-6,2,-11,.
O=C(CN1C2CCC1CC(NC(=O)Nc1ccccc1)C2)NCc1ccco1 (centres undefined),-3.8,99,104,12,-1,-1,-14,0,-12,7
Fc1ccc(-c2csc3[n+]2CCS3)cc1,-0.2,83,96,10,.,-16,.,6,-9,-9
COc1ccc(-c2cc(C3CCN(c4ccc(C(C)=O)cc4[N+](=O)[O-])CC3)[nH]n2)cc1,-2.3,33,25,36,.,-10,-11,-4,-26,-11
c1ccc(CN2CCN(c3ncnc4c3[nH]c3ccccc34)CC2)cc1,-3.6,3.9*,8,5,.,36*,-21,1,-39,16
Nc1nc(-c2ccc(Br)cc2)cc(C(F)(F)F)n1,2.5,92,80,-2,-1,-7,-10,4,-1,-2
O=C(Cc1ccccc1F)Nc1nc(-c2cccs2)cs1,-0.5,90,75,57*,-3,0,-23,2,1,11
CCOC(=O)c1sc(NC(=O)CN2CCCC2)c(C(=O)OCC)c1C,-4.2,46,56,6,-3,2,-11,1,-5,8
Cc1nnc(C)n1/N=C/c1ccc(C(=O)O)cc1,-1.9,95,101,4,-1,-11,-5,1,-48,19
COc1cc(C(=O)CSc2nnc(-c3ccc(O)cc3)n2CC2CCCO2)ccc1NC(C)=O (centres undefined),-1.2,95,92,12,1,5,-8,1,-8,18
O=C(Nc1cccc(-c2cc3ccccc3oc2=O)c1)c1ccc(Br)o1,1.7,92,89,12,.,-12,.,12,-41,7
CC1C=CC(C)C(C(=O)O)C1C(=O)O (centres undefined),-0.8,87,98,9,0,-33,-9,1,-13,10
Cc1ccc2nc(-c3ccc(NC(=O)Cc4cccs4)cc3)[nH]c2c1,-3.0,79,84,6,.,2,0,0,-42,-33
CN(C)N1C(N)=C(C#N)C(c2cccnc2)C2=C1CCCC2=O (centres undefined),-2.9,90,91,15,0,0,1,-1,2,.
COc1ccc(-c2cc(C3CC3)nc(SCC(=O)c3cccs3)c2C#N)cc1,-3.6,74,81,26,-18,-11,-1,5,-32,-21
N=c1c2c(-c3ccccc3)c(-c3ccccc3)oc2ncn1CCN1CCOCC1,-6.4,26,24,7,0,-20,-22,2,10,1
COc1ccc(S(=O)(=O)N2CCC(=O)N2)cc1,-1.8,83,87,8,.,2,-25,-1,-32,-1
COc1ccc(CN(Cc2ccccn2)C(=O)CN2C(=O)C(C)Oc3ccccc32)cc1 (centres undefined),-1.7,63,59,3,-1,6,-1,3,-33,.
Cc1c(Cl)cccc1NC(=O)CSc1nc2c(c(=O)[nH]1)CCCC2,-2.3,92,105,1,-2,0,4,10,-14,-8
CC(C)(C)NC(=O)COc1ccc(CNc2ccc3[nH]c(=O)[nH]c3c2)cc1,-0.7,96,101,4,-3,-1,-6,1,-34,2
Cc1ncoc1C(=O)NCc1ccccc1Cl,1.2,97,102,30,0,2,-3,2,-23,.
Cc1ccc2occ(/C=C/C(=O)O)c(=O)c2c1,-3.5,90,84,4,4,-4,-11,6,-7,5
COc1ccc(S(=O)(=O)N2CCCCCC2)cc1N(C)S(=O)(=O)c1ccc(Cl)cc1,-2.9,62,65,9,.,-10,-10,1,-4,-16
O=C(CSCc1cccc(CSCC(=O)Nc2ccc3ccccc3c2)n1)Nc1ccc2ccccc2c1,-1.1,66,58,17,2,-4,-6,-4,-67,15
COc1cccc(-c2noc(Cn3nc(C)c([N+](=O)[O-])c3C)n2)c1,-2.4,84,94,6,.,5,-5,4,-1,3
COc1ccc(C(NC(=O)/C=C/c2ccco2)c2ccc(OC)cc2)cc1,-2.7,89,90,19,-11,15,-5,1,-32,-57
CCn1c(-c2cccnc2Cl)nc2cc(Cl)c(Cl)cc21,-1.5,88,82,17,0,0,-10,3,-35,-45
CN(C)S(=O)(=O)c1cccc(-c2nnc(-c3ccccc3)o2)c1,1.4,101,108&92,8,1,1,-19,8,-1,-48
COC(=O)[C@H](CCSC)NC(=O)N1CCN(c2cccc(C(F)(F)F)c2)CC1,-2.3,90,84,20,0,-2,1,3,-30,-19
CCN(CC)CCCNC(=O)c1nn(-c2cccc(OC)c2)c(=O)c2ccccc12,-3.3,95,96,3,-3,8,2,3,-27,-11
Cc1ccc(SCC(=O)N2c3ccccc3Sc3ccccc32)cc1,-2.9,19,13,11,.,-7,-18,5,-31,-3
CCN(CC)S(=O)(=O)c1cc(NC(=O)C(C)OC(=O)c2[nH]c(C)c(C(C)=O)c2C)ccc1C (centres undefined),-1.1,64,82,5,-2,-1,-4,0,-11,3
Cc1ccc(OCC(=O)NN2C(=O)c3ccccc3C2=O)c(C)c1,.,108,113,24,0,9,26,6,-5,-14
Cc1cc(NC(=O)c2ccco2)no1,-0.8,95,91,7,0,0,1,3,-35,20
COc1cccc(/C=N/Nc2ncnc3scc(-c4ccccc4)c23)c1OC,-0.8,10,26,17,-1,0,-6,7,-15,10
Cc1c(Cl)cccc1NC(=S)NCC(C)C,-3.0,92,99,2,-2,3,2,0,-50,11
CCN(CC)S(=O)(=O)c1ccc2[nH]cc(C(=O)NCCc3ccc(OC)c(OC)c3)c(=O)c2c1,-0.7,96,109,1,-1,9,2,-2,-60,0
Cc1nonc1NC(=O)CSc1nc2cc(Cl)ccc2c2c1CCCC2,-3.9,89,77,6,1,3,4,14,5,2
COc1ccc(C(=O)COC(=O)CN2CC(=O)Oc3ccccc32)cc1Br,-2.4,78,69,35,-3,2,-14,0,-4,-28
COc1ccc(CCNC(=O)CCN2C(=O)COc3ccccc32)cc1OC,-0.5,97,106,5,-1,2,-7,3,-51,-6
O=C(COc1ccc(C(=O)c2ccc(F)cc2)cc1)NCc1ccc(F)cc1,-2.0,22,22,11,-5,-6,5,12,-9,6
COC(=O)c1ccc(/C=N\N2CCN(Cc3ccc(C)cc3)CC2)cc1,-4.3,61,63,20,-2,5,-9,-2,-16,-15
Cn1c(=O)n(C)c2cc(/C=C3/NC(=O)N(Cc4ccccc4)C3=O)ccc21,-1.2,85,86,19,0,1,-6,-3,-28,-13
COc1ccc(N(C(=O)CNC(=O)c2ccco2)C(C(=O)NC2CCCCC2)c2ccco2)cc1 (centres undefined),-1.8,75,88,5,0,-8,-22,-2,-49,6
CC1CC1C(=O)NCCc1ccc(Cl)cc1 (centres undefined),3.1,93,98,3,.,11,.,-1,3,-12
COCCNC(=O)CSc1nc(-c2ccccc2)c(-c2ccccc2)o1,-3.8,93,99,2,-2,-3,-6,2,-15,50
O=C(O)C1CSC2c3ccccc3C(=O)N12 (centres undefined),-0.9,116,106,16,-1,7,-4,0,-41,4
N#CC1=C(N)N2C(=C(C#N)C13CCCCC3)SC1CCCCC12O (centres undefined),-4.4,82,72,8,-1,12,0,-2,-27,-61
COc1cc2c(cc1NC(=O)c1cc(-c3ccncc3)nc3ccccc13)oc1ccccc12,-5.2,35,48,5,-12,-6,-3,6,-8,10
Cc1ccc(-n2nnnc2SCC(=O)Nc2ccc3c(c2)COC3=O)cc1C,-5.0,83,80,10,-5,-3,-5,2,-44,-36
CC(=O)Nc1ccc(NC(=O)COC(=O)c2ccc(C)s2)cc1,-0.7,82,82,14,-1,0,-12,0,-29,-11
Cc1nn(Cc2ccc(Cl)cc2)c(C)c1NC(=O)c1noc2c1CCCCC2,1.5,62,66,17,-1,1,-15,-1,-17,-14
CCOC(=O)c1c(NC(=O)Cn2nnc3ccccc32)sc2c1CCC(C)C2 (centres undefined),-1.1,74,76,9,-2,-12,-2,1,-45,-9
N#Cc1ccc(N2C(=O)[C@@H]3C(C(=O)C(c4ccccc4)c4ccccc4)=NN[C@@H]3C2=O)cc1,1.4,96,91,4,-6,8,2,2,-36,6
CSc1ccccc1-n1nnnc1SCC(=O)Nc1cc(C)ccc1C,-3.2,95,90,2,.,0,-9,8,-8,-3
Cc1cc(C(=O)NCc2cccnc2)n(-c2ccccc2)n1,-0.2,104,95,5,0,-1,-7,7,-58,.
COc1ccccc1OC(=O)C1CC(=O)N(c2ccc(Cl)cc2)C1 (centres undefined),0.2,89,101,20,0,3,-14,0,-87,9
Cn1c(C(C#N)C(=O)Cc2cccc3ccccc23)nc2ccccc21 (centres undefined),-1.0,82,83,5,0,10,9,3,-13,-92
Cc1nc(SCC(=O)Nc2ccc(F)cc2)c(C#N)c(C)c1CC(=O)c1ccc(Br)cc1,-2.4,11,5,3,0,9,-7,7,-32,-33

# Going on with the list.
compound,MRP-1 activ,HCT116 bCat-KO,PTEN del growth,Measles CPE,Phagocytosis inh,GALR2 blocker,Yeast life ext,NPY Y2 blocker,Yeast growth inh,E-sel TNF inh
CCn1c(C)nc2cc(C(=O)NNC(=O)CCC3CCCC3)ccc21,0.8,89,101,17,-8,3,4,0,-14,-39
NC(=O)C1CCN(CC(=O)c2c[nH]c3ccc(F)cc23)CC1,-1.5,81,90,6,0,1,-8,-1,-46,-35
CCOC(=O)C1CCCN(C(=O)CC(C)c2ccccc2)C1 (centres undefined),-2.3,106,105,27,3,-3,-21,4,-3,11
O=C(C1CCC(=O)N1C1CCCCC1)N1CCN(c2ccc(F)cc2)CC1 (centres undefined),-2.4,92,91,22,-2,1,-3,3,18,.
Cc1ccc(N(CC(=O)O)S(C)(=O)=O)cc1Cl,-2.6,100,95,34,1,10,-15,5,-19,25
N#CN(CC(N)=O)c1nc(N2CCCCC2)nc(N2CCCCC2)n1,-3.3,61,67,19,.,-5,-15,-3,-57,-33
Cc1ccc(S(=O)(=O)N2CCCC2)cc1[N+](=O)[O-],-1.2,100,95,38,-8,-9,7,1,-39,1
CCN(CC)S(=O)(=O)c1ccc2c3c(cccc13)C(=O)N2,-2.1,102,86,12,0,4,0,4,-22,-19
COc1ccc(S(=O)(=O)NC(CC(=O)NCc2ccco2)C(C)C)cc1 (centres undefined),-1.4,86,97,9,0,5,-10,-2,-46,.
COc1ccc(S(=O)(=O)NCc2ccc(C)cc2)cc1,-0.9,96,103,6,0,-1,-7,8,-23,9
O=C(Cc1ccc(Cl)cc1)Nc1ccc(N2CCN(C(=O)c3ccco3)CC2)c(Cl)c1,0.4,62,54,5,0,-16,-18,16,2,-25
COc1ccc(NC(=O)CCC(=O)c2ccc(-c3ccccc3)cc2)cc1,-0.8,91,99,33,.,-11,5,1,-31,22
Fc1ccc(-n2c(-c3cccs3)nc3nc4ccccc4nc32)cc1,-2.3,44,59,4,-7,-1,7,7,-32,.
